Screening results from PubChem BioAssay.
ADAM10 inh: ADAM10 inhibition, QFRET primary screen; inhibition, % at 7 µM; recombinant ADAM10, EDANS/DABCYL FRET peptide cleavage, 3 h; AID 720582; O14672; 370,000 compounds, 0.62% hits;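 active = inhibition above a per-campaign cutoff equal to the mean of compounds falling between control-based bounds plus 3 SD, cut at about 20% in these data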;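 also: 0% = DMSO wells while the 100% control is not disclosed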
Target sequence (O14672 214-748 limits assumed): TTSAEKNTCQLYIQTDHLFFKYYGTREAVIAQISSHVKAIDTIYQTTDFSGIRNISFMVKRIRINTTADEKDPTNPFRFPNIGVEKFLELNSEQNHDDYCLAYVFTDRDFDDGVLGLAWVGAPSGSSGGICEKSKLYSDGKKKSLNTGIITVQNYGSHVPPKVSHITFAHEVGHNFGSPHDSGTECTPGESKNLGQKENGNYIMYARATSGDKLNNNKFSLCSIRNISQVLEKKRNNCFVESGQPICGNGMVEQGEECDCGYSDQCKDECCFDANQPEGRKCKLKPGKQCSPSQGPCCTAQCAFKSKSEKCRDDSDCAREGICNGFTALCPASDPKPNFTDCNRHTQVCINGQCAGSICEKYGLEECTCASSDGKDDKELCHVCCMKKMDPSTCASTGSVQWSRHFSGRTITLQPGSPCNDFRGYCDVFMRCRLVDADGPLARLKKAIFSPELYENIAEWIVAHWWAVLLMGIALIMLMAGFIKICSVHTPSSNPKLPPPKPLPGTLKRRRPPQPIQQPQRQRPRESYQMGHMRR
hgDAF-12 ag: hgDAF-12 agonism, primary luciferase screen. HEK293 GAL4-hgDAF12 UAS-luciferase reporter, agonist luminescence; normalized to butyrate control. activation, % at 6.8 µM. 370,000 compounds, 1.8% hits. AID 687014;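 active = activation above a cutoff set at the mean of all screened compounds plus 3 SD, cut at about 10% in these data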;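 also: 0% = DMSO wells and 100% = sodium butyrate wells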
ssDAF-12 act: S. stercoralis DAF-12 activation, primary screen; activation, % at 6.8 µM; AID 652126; 370,000 compounds, 1% hits; HEK293 ssDAF-12/GRIP1 lit1-tk-luc reporter, luminescence; % of 3 µM dafachronic acid response;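 active = activation above the mean over all tested compounds plus 3 SD, cut at about 0.9% in these data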;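 also: 0% = DMSO-only wells and 100% = 3 µM delta7-dafachronic acid wells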
PLC-beta3 inh: inhibitors of human phospholipase C beta3; Q01970; Purified PLC-beta3, fluorogenic substrate, fluorescence; inhibition, % at 12.2 µM; 370,000 compounds, 0.18% hits; in the data active = inhibition above about 11%;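 also: 0% = median of compound wells on plate and 100% = full blocker control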
ADAM17 inh: ADAM17 inhibition, QFRET primary screen. 370,000 compounds, 0.83% hits. inhibition, % at 6.95 µM. recombinant ADAM17, EDANS/DABCYL FRET peptide cleavage;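 active = inhibition above the mean of compounds lying between control limits plus 3 SD, set per campaign, cut at about 8.5% in these data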;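 also: 0% = DMSO-only wells as the low control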
DAX1 inh-1: inhibits human nuclear receptor DAX1; HEK293 Gal4-DAX1 luciferase reporter, luminescence; inhibition, % at 6.75 µM; 340,000 compounds, 0.99% hits; AID 504766;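 active = inhibition above the mean over all tested compounds plus 3 SD, cut at about 4.2% in these data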;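 also: 0% = DAX1-transfected cells with DMSO and 100% = empty-vector control cells with DMSO; inhibition shows as a rise in luminescence from relieved DAX1 repression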
Target sequence (P51843 207-470 limits assumed): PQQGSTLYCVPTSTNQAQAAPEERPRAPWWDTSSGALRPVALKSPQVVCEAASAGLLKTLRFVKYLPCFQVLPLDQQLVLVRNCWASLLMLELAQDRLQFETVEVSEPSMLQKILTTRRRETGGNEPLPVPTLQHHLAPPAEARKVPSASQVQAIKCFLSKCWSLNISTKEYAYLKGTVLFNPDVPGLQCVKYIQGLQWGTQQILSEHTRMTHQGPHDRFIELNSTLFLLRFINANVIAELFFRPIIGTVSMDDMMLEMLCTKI
GAA850 FXN act: increases GAA850 frataxin promoter reporter activity; 360,000 compounds, 0.56% hits; activation, % at 6 µM; HEK293 lucGAA850 FXN promoter luciferase reporter, 24 h; percent of 10 µM SAHA response;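 active = activation above the average of all compounds screened plus 3 SD, cutoff fixed separately per campaign, cut at about 7.5% in these data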;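 also: 0% = DMSO wells and 100% = 10 µM SAHA wells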
DAX1 inh-2: DAX1 (NR0B1) inhibition, primary screen; inhibition, % at 6.8 µM; AID 652010; HEK293T StAR-luciferase reporter, SF-1/DAX-1 repression relief; 370,000 compounds, 1.1% hits;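 active = inhibition above the mean over all tested compounds plus 3 SD, cut at about 3.6% in these data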;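 also: 0% = DAX-1 cells with DMSO and 100% = cells lacking DAX-1 with DMSO; higher inhibition means more luminescence from relief of DAX-1 repression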
hcDAF12 agonist: activators of H. contortus DAF-12 nuclear receptor; activation, % at 6.8 µM; 370,000 compounds, 1.4% hits; HEK293 hcDAF-12 lit1-tk-luc reporter, luminescence; 0% DMSO, 100% Δ7-dafachronic acid;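 active = activation above the mean of all tested compounds plus 3 SD, cut at about 5.5% in these data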;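 also: 100% = response to 3 µM Δ7-dafachronic acid high control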
PLC-gamma1 inh: PLC-gamma1 (human) inhibition, primary screen; P19174; purified PLC-gamma1, fluorogenic substrate, fluorescence; inhibition, % at 12.2 µM; 370,000 compounds, 0.84% hits; AID 720700; in the data active = inhibition above about 9.5%
HGIII-sPLA2 inh: Blocks human group III sPLA2 activity; Q9NZ20; 370,000 compounds, 0.56% hits; QFRET BODIPY PC-A2 liposome hydrolysis, fluorescence; inhibition, % at 12.2 µM;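 active = inhibition above mean plus 3 SD of compounds lying within the high and low control bounds, cut at about 19% in these data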;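 also: 0% = median of test compound wells and 100% = no enzyme DMSO wells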
* hit, by the source's call; x = not tested or not shown.

Compound,ADAM10 inh,hgDAF-12 ag,ssDAF-12 act,PLC-beta3 inh,ADAM17 inh,DAX1 inh-1,GAA850 FXN act,DAX1 inh-2,hcDAF12 agonist,PLC-gamma1 inh,HGIII-sPLA2 inh
O=C(NCCc1ccccc1)c1ccc(CS(=O)(=O)c2ccc(Br)cc2)o1,0.9,-0.8,-1.5,-6.2,1.4,0.5,-1.7,0.2,-1.0,-2.8,-10.7
CC(C)N1C(=O)CC(Nc2cccc3cccc(N)c23)C1=O (centres undefined),-26.0,2.6,0.3,-60.5,-12.3,-1.8,-0.6,-0.5,0.0,-37.6,-7.4
CCOc1ccc(/C=N/n2cnnc2)cc1,-2.0,2.5,-1.0,6.3,-1.4,0.0,0.7,0.2,-1.5,-2.4,0.2
CCOC(=O)COc1ccc(/C=C2\NC(=S)N(CC)C2=O)cc1,6.1,0.5,-1.2,3.6,5.8,0.2,1.7,0.6,-0.6,6.2,16.5
S=c1[nH]nc(COc2ccccc2)n1/N=C/c1ccccc1Cl,-4.8,-1.4,-0.8,-10.5,-1.2,-0.4,-0.1,-0.1,0.9,-17.9,5.1
O=C(N/N=C/C=C/c1ccccc1)c1cc(C2CC2)[nH]n1,1.3,0.5,-2.1,4.4,-1.8,-0.5,1.5,-0.1,-2.0,3.9,6.4
OC(C#CCN1CCCCC1)(c1ccccc1)c1ccccc1,-2.9,-1.8,-1.4,-3.5,-1.2,-1.3,-0.1,0.2,-1.0,4.1,-11.3
Cc1cc(C)c(NC(=O)Cn2nnc(C(=O)NCc3ccco3)c2N)c(C)c1,0.1,-4.5,-1.0,-6.4,-3.4,0.3,1.3,0.4,1.1,0.4,-1.4
O=C(CSc1nnc(NC(=O)CN2CCOCC2)s1)Nc1ccccc1,-5.5,1.1,-1.5,-0.3,-3.3,0.9,0.9,0.4,0.5,0.3,4.4
CN1CCN(c2ccc(S(=O)(=O)N3CCCCC3)cc2NC(=O)Cc2c(F)cccc2Cl)CC1,-0.6,-2.6,-1.1,-7.4,-4.2,0.5,-1.0,-1.3,-1.3,-0.8,-5.2
CCn1c(/C=C/c2cccc([N+](=O)[O-])c2)nc2ccccc2c1=O,7.3,2.0,-1.1,5.6,0.3,3.4,2.6,-0.4,-0.4,2.7,2.9
CCCCOC1(c2ccccc2)OC(=O)c2ccccc21 (centres undefined),-2.2,1.5,-0.6,2.3,-2.7,1.5,0.9,1.4,2.1,-0.1,-5.9
COC(=O)Cn1c(=O)c2c(nc3n2CCCN3CCc2ccccc2)n(C)c1=O,6.0,2.1,-1.5,5.9,-0.1,-0.6,-0.9,-0.1,-1.9,2.0,2.5
Cc1ccc(Cl)cc1N1CCN(CC(=O)Nc2ccc3[nH]c(=O)[nH]c3c2)CC1,-2.4,-1.1,-1.9,2.0,-6.8,-0.8,0.1,-1.5,-1.5,-0.2,-1.7
CCc1nc2ccc(C(=O)Nc3cccc(OCC(=O)N(C)C)c3)cn2c1N(C)Cc1cc2ccccc2s1,8.8,0.6,-1.7,-10.8,3.8,x,-1.4,-0.8,-1.0,-10.7,-30.8
Cc1c(C(=O)NCc2cccs2)oc2ccc(Br)cc12,-2.3,3.1,-1.2,-0.6,1.3,3.1,2.9,0.9,0.0,-3.8,-1.0
CC(C)CCC[C@](C)(O)c1ccc(C(=O)O)cc1O,-4.7,-1.2,-1.0,-1.1,-3.3,x,x,0.3,-1.1,-3.1,-0.9
O=C(c1ccc(Cl)cc1)N1CCC(O)(CSc2ccccc2)CC1,10.6,0.6,-1.3,2.6,-1.9,1.3,0.0,0.2,-0.6,2.9,-10.5
CCOc1ccc(S(=O)(=O)N(C)c2ccc(OCC(=O)Nc3nccs3)cc2)cc1,-0.4,-2.0,-2.2,-5.6,-2.3,-0.1,0.2,0.0,-1.6,-2.0,-10.9
C/C(=C1/SC(=S)N(CCC(=O)O)C1=O)c1ccc(O)cc1,12.1,-1.3,-1.4,-6.1,-0.4,0.3,0.3,1.0,-1.7,-2.8,-9.4
O=C(Nc1ccccc1)Nc1ncc([N+](=O)[O-])s1,11.4,4.7,-0.3,4.3,2.5,-2.0,-2.8,3.7*,4.6,2.4,-4.7
c1cc2c3c(cccc3c1)C(N1CCCCCC1)=N2,-162.0,5.1,-0.8,-435.3,-39.9,-0.1,-0.7,-0.2,-0.2,-381.6,0.5
CCNC(=O)C1(C)CCCN(C(=O)c2ccc(F)c(C)c2)C1 (centres undefined),-3.7,-2.5,-0.9,4.8,-0.4,x,-1.1,1.7,-1.6,-0.4,5.0
C=CCn1c(SCC(=O)OCc2ccccc2)nc2c1c(=O)n(C)c(=O)n2C,-10.9,-0.5,-1.1,-2.4,-8.8,-0.8,1.1,0.2,-0.5,-2.6,0.1
CCOc1cc(/C=N/NC(=O)COc2nc(C)cc(COC)c2C#N)ccc1O,-4.5,0.2,-1.6,-5.3,-7.2,-1.6,1.5,-0.8,-1.9,-2.2,-5.0
COc1ccc(C(=O)C2CCCN(C(=O)c3ccccc3C(C)=O)C2)cc1F (centres undefined),9.0,1.4,-1.2,-1.3,-3.8,0.1,3.3,-0.1,-0.2,-0.2,11.0
COc1ccccc1C(=O)O/N=C(\N)c1ccc(Cl)cc1,-2.4,18.1*,1.4*,0.6,-2.6,2.4,4.0,5.0*,9.2*,-0.5,-2.1
CN(C)c1ccc(NC(=O)Nc2csc3ccccc23)cc1,11.4,0.1,0.1,-5.8,4.8,x,2.5,-0.5,-0.8,3.5,9.8
COC(=O)CCCC1=CC2=C(c3ccccc3)C(=O)C(C)(OC(=O)C3CCCC3)C(=O)C2=CN1C1CCCC1 (centres undefined),-3.3,0.1,-1.2,-13.2,-2.4,2.0,-1.9,0.1,-0.6,-11.5,1.4
CCOC(=O)CSc1nc2sc3c(c2c(=O)n1CC)CC(C)(C)OC3,-4.6,-0.4,-1.4,-1.2,-5.9,-1.6,1.9,0.1,1.6,-0.4,4.1
CCc1ccc(CNC(=O)C2CCCN(S(=O)(=O)N(CC)c3ccccc3)C2)cc1 (centres undefined),3.6,-2.5,-1.5,-7.1,5.0,0.3,0.1,-2.5,-1.5,-0.1,-5.9
O=C(CCN1C(=O)/C(=C\c2ccc(F)cc2)SC1=S)Nc1ccc(O)cc1,-2.0,6.6,-0.5,-10.7,-1.1,-0.3,-1.1,0.3,-0.9,-2.8,-13.2
CCCN1CCC(=O)N([C@H](CO)c2ccccc2)CC1,1.1,-1.1,-1.5,1.1,-1.5,1.6,0.8,0.2,0.6,0.8,6.9
COc1ccc(COC(=O)C2=C(C)NC(=O)NC2c2ccc(O)c(OC)c2)cc1 (centres undefined),-14.5,0.6,-1.2,-8.7,-0.4,0.7,2.2,0.0,-2.7,0.1,-0.8
FC(F)(F)c1cccc(CN2CCN(c3ncccn3)CC2)c1,-5.9,-1.2,-2.0,-4.1,-9.0,-0.8,3.1,0.1,-1.4,-48.4,17.5
CC(=O)c1c(C)nc(-c2ccc(Cl)cc2Cl)n1O,-0.9,-0.7,-1.1,2.6,-1.1,-0.8,1.8,0.3,-1.1,-1.4,-4.1
COc1ccc(C(O)c2nc3ccccc3n2C)cc1OC (centres undefined),6.8,-4.0,-2.7,-1.1,-3.1,-4.0,-1.8,-2.7,-3.4,-1.9,7.0
CCOC(=O)CSc1nnc(CNC(=O)Cc2ccccc2)n1C,-0.9,-2.1,-1.0,0.2,-2.3,0.5,0.2,0.2,-1.2,0.5,4.2
Cc1cc(C)cc(Oc2ccc(NC(=O)C3CC=CCC3C(=O)O)cc2)c1 (centres undefined),3.1,1.9,-1.1,-0.1,1.8,0.8,-0.7,-1.3,-0.1,1.8,-6.1
Cc1cc(C)nc(NC(=O)c2cc3ccccc3o2)n1,-0.7,3.0,-1.0,4.5,-2.0,0.8,0.4,0.1,0.2,0.2,-0.6
Clc1ccc(Nc2nc(-c3ccncc3)cs2)cc1,0.5,6.7,0.6,-3.7,-2.7,0.2,4.8,1.0,1.3,-3.1,-4.5
COc1cccc(NC(=O)Cn2nnc(C(=O)NCc3cccs3)c2N)c1,-4.6,1.9,-1.4,-7.7,-8.3,1.8,2.4,0.0,-1.0,2.9,1.4
Nc1ccc(C(CC(=O)O)n2cccc2)cc1 (centres undefined),-1.6,-0.9,-0.8,14.3*,4.2,-0.5,-1.3,0.7,-0.3,26.2*,-9.4
Cc1ccc([N+](=O)[O-])cc1N/C=C1\CCCCC1=O,-4.3,4.7,-0.9,-10.0,0.0,-1.0,4.6,-1.0,-2.2,-5.7,-30.3
CCn1c(=N)n(CC(=O)C23CC4CC(CC(C4)C2)C3)c2ccccc21,5.9,0.0,-0.9,0.7,-1.3,-0.5,2.0,0.0,-1.1,0.3,-2.5
Cc1cc(C)c(C)c(S(=O)(=O)NCCCN2CCCC2=O)c1C,-2.2,-1.5,-0.7,-0.6,0.8,0.0,-1.2,0.3,1.4,6.0,10.8
COc1cc(NC(=O)CSc2nc3[nH]ncc3c(=O)n2-c2ccccc2C)cc(OC)c1OC,4.0,1.8,-1.9,3.1,0.0,0.1,0.5,-0.7,-0.6,0.2,-19.6
